Source: PubChem BioAssay (Small Molecule Screening Facility, UW Madison)
SSB-PriA inh: inhibitors of Klebsiella pneumoniae PriA binding to SSB C-terminal tail. AlphaScreen SSBct-PriA binding, biotinylated peptide. 430,000 compounds, 0.6% hits. inhibition, % at 33 µM. AID 1272365; in the data active = inhibition mostly above about 37%, no sharp cut-off; inactive = mostly below about 20%;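 also: plate controls were negative control peptide for no effect and reference peptide for full effect; strong numbers were not always called active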
Active calls of the source: *; & = joins results of further samples.

SMILES | SSB-PriA inh
Cc1cnc2n(c1=O)C(CC(=O)N1CCN(C(=O)c3ccco3)CC1)CS2 (stereo not drawn) | -14
CCOC(=O)Cn1c(=NC(=O)c2ccn(C)n2)sc2cc(F)cc(F)c21 | 6
COc1ccc(OC)c(NC(=O)CSc2nccn2-c2ccc(F)cc2)c1 | 54*
O=C(Cc1ccsc1)Nc1cnn(C2CCOCC2)c1 | -19
CSC1=NC2(CCN(C(=O)OC(C)(C)C)CC2)N=C1c1ccc(Cl)cc1 | -4
Oc1ccc(C=NNc2ncc(Cl)cc2Cl)cc1 | 2
O=C(CSc1nnc(SCc2ccccc2)s1)NN=Cc1ccc(Cl)cc1Cl | -5
O=S(=O)(Nc1ccsc1-c1nc(C2CC2)no1)c1ccc(Br)s1 | -18
O=C(NCCn1nc(-c2ccco2)ccc1=O)Nc1ccc(Cl)cc1 | -2
CCC(=O)Nc1ccc(S(=O)(=O)Nc2ccc3c(c2)NC(=O)C(C)(C)CO3)c(C)c1 | 8
COc1cccc(C(=O)N2N=C(c3ccco3)C[C@H]2c2cccc(Br)c2)c1 | 0
CSCC(C)(O)CNC(=O)c1ccc(F)cc1Cl (stereo not drawn) | -13
COc1ccccc1N1CCN(CCNC(=O)c2ccccc2Cl)CC1 | -13&-1
CCCNS(=O)(=O)c1ccc(NS(=O)(=O)c2ccc(NC(C)=O)cc2)cc1 | -8
Cc1ccc(-n2ncc3c(=O)n(NC(=O)Cc4cccc5ccccc45)cnc32)cc1C | -13
NCCC(=O)Nc1cccnc1 | -1
Cc1nc(N2CCC(Cc3ccccc3)CC2)c2c3c(sc2n1)CCCC3 | -5
Cc1ccccc1NC(=O)c1ccc(C(C)(C)C)cc1 | -21
Nc1cccc2c1C(=O)N(Cc1ccccc1)C2=O | -73
O=C(COc1ccnc2c1CCCC2)N1CCN(c2ncccn2)CC1 | -14
C=CCn1c(O)c(C=NNC(=O)CCCC)c(=O)[nH]c1=S | 2
O=C(c1cc2ccccc2o1)N1C2CCC1c1cncnc1C2 (stereo not drawn) | -1
CCOc1cc(-c2nnc(NC(=O)c3ccc(C(=O)OC)cc3)o2)cc(OCC)c1OCC | -1
O=S(=O)(c1ccccc1Br)N1CCC(N2CCC(O)C2)CC1 (stereo not drawn) | -19
O=C(COc1ccc(Cl)cc1)NCc1nnc(SCC(=O)N2CCc3ccccc32)o1 | -14
COc1c(C)cc(S(=O)(=O)Nc2ccc3c(c2)CCC(=O)N3)cc1C | -13
Cc1cc(N2CCN(C3CCCCC3)CC2)n2c(nc3ccccc32)c1C#N | 18
COc1cccc(-c2nnn(CC(N)=NO)n2)c1 | -11
O=S(=O)(c1ccc2ccccc2c1)N1CCN(c2ccc(-c3ccco3)nn2)CC1 | -21
CCC(=O)N1CCCc2cc(NC(C)=O)ccc21 | -10

Ordered by number of heavy atoms (smallest number first): some entries from above
SMILES | SSB-PriA inh
CCC(=O)N1CCCc2cc(NC(C)=O)ccc21 | -10
C=CCn1c(O)c(C=NNC(=O)CCCC)c(=O)[nH]c1=S | 2
O=S(=O)(c1ccccc1Br)N1CCC(N2CCC(O)C2)CC1 (stereo not drawn) | -19
COc1c(C)cc(S(=O)(=O)Nc2ccc3c(c2)CCC(=O)N3)cc1C | -13
O=C(COc1ccc(Cl)cc1)NCc1nnc(SCC(=O)N2CCc3ccccc32)o1 | -14

(next part)
SMILES | SSB-PriA inh
CCOC(=O)NN=Cc1cn(Cc2ccccc2Cl)c2ccccc12 | -1
O=C(Nc1ccc2c(c1)CN(C(=O)c1cccs1)CC2)c1ccc(F)c(F)c1 | -13
Cc1cc2ncc3c(n2n1)CCN(C(=O)C1CCN(S(C)(=O)=O)CC1)C3 | -1
COc1ccccc1C=NOCc1cc(C(C)=O)ccc1OC | -11
CCOc1ccc2c(c1)sc(=NC(=O)c1ccn(C)n1)n2C | -3
CC1CN(C)CCN1CC1CCN(S(=O)(=O)C2CC2)CC1 (stereo not drawn) | -2
O=C(Nc1sc2ccccc2c(=O)c1-c1ccc2c(c1)OCO2)c1cccs1 | -5&-4
O=C(CSc1ccccc1)N(CCN1CCOCC1)c1nc2c(F)cccc2s1 | -8
O=C(Nc1sc2c(c1C(=O)NCC1CCCO1)CCCC2)c1ccc(Cl)cc1Cl (stereo not drawn) | 6
NC(=O)C1CCN(C(=O)CCc2csc(NC(=O)c3ccc[nH]c3=O)n2)CC1 | -12
FC(F)(F)c1cccc(Nc2ncnc3scc(-c4ccc(Br)cc4)c23)c1 | -20&-1
COc1ccc(-n2nnc(C(=O)NCc3ccccc3C(F)(F)F)c2-c2cccnc2)cc1 | -9
FC(F)(F)c1cccc(-c2noc(-c3cn[nH]c3-c3ccccc3)n2)c1 | -19
CCOC(=O)C1CCCN(C(=O)C2CN(S(=O)(=O)C3CC3)C2)C1 (stereo not drawn) | -8
O=C(NN=Cc1ccccn1)c1ccc(NN=Cc2ccccn2)cc1 | -1
COC(C)(CNC(=O)CCS(=O)(=O)c1ccccc1)c1ccccc1F (stereo not drawn) | -7
O=C(NCc1ccc(OC(F)(F)F)cc1)C1CN(C(=O)c2cnccn2)C1 | -13
Cc1ccccc1Cn1cccc(C(=O)Nc2cccc(Cl)c2Cl)c1=O | 1
Cc1ccc(-n2c(C)nc3ccc(NC(=O)c4cccs4)cc3c2=O)cc1 | -6
O=C(NCCC1=CCCCC1)C(=O)NC[C@@](O)(c1ccccc1)C1CC1 | 7

Fetched one by one from the list above, 3 records:
SMILES | SSB-PriA inh
O=C(NCc1ccc(OC(F)(F)F)cc1)C1CN(C(=O)c2cnccn2)C1 | -13
FC(F)(F)c1cccc(-c2noc(-c3cn[nH]c3-c3ccccc3)n2)c1 | -19
O=C(NCCC1=CCCCC1)C(=O)NC[C@@](O)(c1ccccc1)C1CC1 | 7

Next results.
SMILES | SSB-PriA inh
C=CCOC(=O)C1=C(C)NC(=S)NC1c1ccc(OCc2ccc(F)cc2)c(OC)c1 (stereo not drawn) | 9
O=C(CCSc1ccc(F)cc1)Nc1nc(-c2ccc(F)cc2)cs1 | -8
O=C(CSc1ccc2nnc(-c3cccc(F)c3)n2n1)N1CCc2ccccc21 | -17
COc1cccc(C=NNC(=O)c2ccc(N3CCCC3=O)cc2)c1 | -1
O=C(NCCCn1nc(-c2ccncc2)ccc1=O)c1ccc2ccccc2c1 | -19&-2
COc1ccc(S(=O)(=O)NCCn2cnc(C)cc2=O)cc1C | -8
COc1ccc(-c2cc(-c3ccc(C)c(C)c3)nc(SCC(=O)N3CCOCC3)c2C#N)cc1 | -12
N#Cc1cccc(NC(=O)CSc2nccn3nc(-c4ccccc4)cc23)c1 | -6
O=C(Cn1cccn1)NC1CCN(c2nccs2)CC1 | -15
O=C(O)CC(CC(=O)Nc1ccc2c(c1)CN(C(=O)c1ccco1)CC2)c1cccs1 (stereo not drawn) | -12
Cc1cc(NC(=O)c2cccs2)n(C)n1 | -2
COc1ccccc1-c1nc(Cn2ccn3nc(-c4ccc(Cl)cc4)cc3c2=O)c(C)o1 | -8
Cc1cc(C)nc(N=C(N)Nc2cc([N+](=O)[O-])ccc2C)n1 | -17
COC(=O)N=Cc1c(NCc2ccccc2)nc2c(C)cccn2c1=O | -11
COc1ccc(S(=O)(=O)Nc2ccc3c(c2)N(C(=O)C2CCCC2)CC3)cc1Cl | 0
COC(=O)c1ccc(NC(=O)C(=O)NCC2CCN(c3nccnc3C#N)CC2)cc1 | 2
Cc1ccc(NC(=O)CCCn2nc(-c3ccco3)ccc2=O)cc1Cl | -9
O=C(Cc1ccc(NC(=O)c2ccc3ccccc3n2)cc1)NCC(F)(F)F | -13
O=C(O)c1ccc(-n2nc3c4c(cccc4c2=O)-c2ccccc2-3)cc1 | -3
Cn1nc(C(=O)N2CCC(c3nnc(C4CC4)o3)CC2)ccc1=O | -14
Cc1nnc(NC(=O)C2CSc3ncc(C)c(=O)n3C2)s1 (stereo not drawn) | 4
COc1cc(C=NN=C(N)c2nonc2N)cc(OC)c1OC | -3
Cn1cnnc1S(=O)(=O)C1CCN(C(=O)c2ccsc2)CC1 | -16
COc1ccc([C@H](CNC(=O)c2ccc3c(c2)OCO3)N2CCN(C)CC2)cc1 | -2
CC(C)N1CCC(CNC(=O)c2cccc(C(F)(F)F)c2)CC1 | -8
CC(=O)Oc1ccc(C=NNC(=O)c2ccc(N(C)S(=O)(=O)c3ccccc3)cc2)cc1 | -7
CC(=O)N1CCC(c2nnc(-c3ccco3)o2)CC1 | 3
COc1ccc(S(=O)(=O)NCC2CCN(C3CCCC3)CC2)cc1C | -7
O=C(NN=Cc1cccnc1)c1cc(-c2ccccc2)nc2c(Cl)cccc12 | 2
Cc1ccc(C=NNc2cccc3cccnc23)c(O)c1 | -2
CSC(=S)NN=C1CCCCC1 | -8
O=C(Nc1nc2ccc(S(=O)(=O)N3CCCCC3)cc2s1)C1CCCC1 | 3
CCCCCn1c(SCC(=O)NCc2ccccc2Cl)nc2cc(C(=O)N3CCC(C(N)=O)CC3)ccc2c1=O | 0&8
CN=C(C)C(C(=O)OC)=C(O)c1ccccc1F | -3
Cc1cccc(OC[C@@H](O)CN2CCN(c3cccc(C(F)(F)F)c3)CC2)c1C | 2
Cc1nnc(NC(=O)CSc2nnc(NC(=O)COc3ccc4ccccc4c3)s2)s1 | -15
CC(/C=C1\SC(=S)N(CC(=O)Nc2cccnc2)C1=O)=C\c1ccccc1 | 2
O=C(c1ccc(S(=O)(=O)N2CCCC2)cc1)N1CCC(Oc2ccc(C(F)(F)F)cn2)CC1 | -8
NC(=NOS(=O)(=O)c1ccccc1)c1ccncc1 | -10
CNC(=O)Cc1csc(NC(=O)Cn2cnc3ccccc32)n1 | -4
CCCc1c(C(=O)NN=Cc2ccc(OCc3ccccc3)c(OC)c2)nnn1-c1nonc1N | 5
CC(C)(C)C=NNC(=O)CNC(=O)c1ccc2c(c1)OCCO2 | -13
C=CCn1c(SCC(=O)Nc2nc(CC(=O)OCC)cs2)nc2sc3c(c2c1=O)CCC3 | -11&10
COc1cc(C(C)=O)ccc1OCC(=O)Nc1c(C)nc2cc(C)ccn2c1=O | 8
COc1ccc(NC(=O)Nc2nc(-c3ccc(Br)cc3)cs2)cc1 | -4
c1ccc(-n2ncc3c(NC4CCCC4)ncnc32)cc1 | -14
Cc1cc(C)n(CCN2CCN(C(=O)c3ccccc3Br)CC2)n1 | -9
CCC1SC(CC)C(=O)N(CC(=O)Nc2ccc(OC(F)(F)F)cc2)C1=O (stereo not drawn) | -19
CC(CCc1ccc2c(c1)OCO2)=NN=C1NC(=O)CC(C(=O)Nc2ccc(Cl)cc2)S1 (stereo not drawn) | 17
COC(=O)c1ccc(C(=O)N(Cc2ccco2)c2nc3c(SC)cccc3s2)cc1 | -6

Gathered by group, those above containing a CF3 group.
SMILES | SSB-PriA inh
FC(F)(F)c1cccc(Nc2ncnc3scc(-c4ccc(Br)cc4)c23)c1 | -20&-1
COc1ccc(-n2nnc(C(=O)NCc3ccccc3C(F)(F)F)c2-c2cccnc2)cc1 | -9
FC(F)(F)c1cccc(-c2noc(-c3cn[nH]c3-c3ccccc3)n2)c1 | -19
O=C(NCc1ccc(OC(F)(F)F)cc1)C1CN(C(=O)c2cnccn2)C1 | -13
O=C(Cc1ccc(NC(=O)c2ccc3ccccc3n2)cc1)NCC(F)(F)F | -13
CC(C)N1CCC(CNC(=O)c2cccc(C(F)(F)F)c2)CC1 | -8
Cc1cccc(OC[C@@H](O)CN2CCN(c3cccc(C(F)(F)F)c3)CC2)c1C | 2
O=C(c1ccc(S(=O)(=O)N2CCCC2)cc1)N1CCC(Oc2ccc(C(F)(F)F)cn2)CC1 | -8
CCC1SC(CC)C(=O)N(CC(=O)Nc2ccc(OC(F)(F)F)cc2)C1=O (stereo not drawn) | -19

Other entries:
SMILES | SSB-PriA inh
CC(=O)Oc1ccc(C=NNS(=O)(=O)c2ccc(C)cc2)c(OC(C)=O)c1 | -8
Cc1ccc(C=NNC(=O)C(C)NC(=O)c2ccccc2)cc1 (stereo not drawn) | -8
Cc1ccc(S(=O)(=O)c2nc(-c3ccccc3)sc2Cl)cc1 | -9
Cc1nnc(C2CCN(CC(=O)NCC3CCCO3)CC2)s1 (stereo not drawn) | -5
FC(F)(F)c1ccc(Cl)c(NC(=S)NN=Cc2ccccc2C(F)(F)F)c1 | -12
CC(C)(C)c1csc(CN2CCN(C(=O)c3ccc(Br)o3)CC2)n1 | 3&6
O=C(NCCC(O)C1CCOCC1)NC1CCCCC1 (stereo not drawn) | 1
COCCN(Cc1ccsc1)C(=O)CSc1ccc(F)cc1 | -10
Cc1ccc(N2CCCS2(=O)=O)cc1NC(=O)c1ccc(C(C)(C)C)cc1 | -4
CC1=Nc2ccccc2N2C(=O)C(c3ccccc3)=S=C12 | 6
COCC(=O)N1CCS[C@H](c2ccccc2)CC1 | -1
O=C(NCC(F)(F)F)C1CCNCC1 | -6
CC1CCCC1OCC(O)CN1CCc2ccccc2C1 (stereo not drawn) | 1
CCN1C(=O)c2cc(NS(=O)(=O)c3cc(C)c(C)cc3OC)ccc2Oc2ccccc21 | 6
Cc1c(C(=O)N2CC(S(=O)(=O)c3ccc(F)cc3)C2)cnn1-c1ccccc1 | -20
Cc1ccc(OCC(O)CNC(C)(C)CO)c(C)c1 (stereo not drawn) | -1
CCCNC(=O)CSc1nnc(C)c2cnn(-c3ccc(C)c(C)c3)c12 | 8
O=C(NCc1ccc2c(c1)OCO2)C(=O)NCC1(c2cccs2)CCCC1 | -9
O=C1CCc2cc(NS(=O)(=O)c3cccc4ccccc34)ccc2N1 | -9
O=C(CCc1csc2nc(-c3ccccc3)cn12)N1CCN(c2ccccc2F)CC1 | 1
CC(=O)N(N=C1Sc2ccccc2C1=O)c1ccc(C)cc1C | 29
O=C(Cc1ccc(Br)cc1)N1Cc2cnc(N3CCOCC3)nc2C1 | -13
COc1ccc(Br)c(C(=O)N2CCc3oncc3C2)c1 | -16
O=C(C[C@H]1C/C=C/C[C@@H](Cc2ccc(F)cc2)C(=O)OC[C@H]2CCCN2C1=O)N[C@H](CO)Cc1ccccc1 | -21
COc1ccc(-c2ccc(NC(=O)c3sc(-c4ccccc4)nc3C)cc2)nn1 | -6

Some of the compounds tested (hit frequency here may not be typical).
